From PubChem BioAssay
PPARg SRC1 recr = promotes SRC-1 coactivator recruitment by human PPARgamma | P37231 | PPARgamma-SRC-1 coactivator recruitment biochemical assay | 200,000 compounds, 0.41% hits | activation, % at 8 µM; in the data active = activation above about 19%;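 note: 0% = DMSO and 100% = reference agonist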
ROMK primary = modulates human ROMK potassium channel activity | P48048 | Tet-inducible ROMK, thallium flux fluorescence; actives lie on both sides | B-score at 10 µM | 130,000 compounds, 2% hits;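 active = signal ratio slope over the read window, or its plate-corrected B-score, at least 3 SD from the plate mean, either direction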;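 note: B-score of the F/F0 ratio slope over 7 to 12 s after thallium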
Target sequence (P48048 whole entry, looked up): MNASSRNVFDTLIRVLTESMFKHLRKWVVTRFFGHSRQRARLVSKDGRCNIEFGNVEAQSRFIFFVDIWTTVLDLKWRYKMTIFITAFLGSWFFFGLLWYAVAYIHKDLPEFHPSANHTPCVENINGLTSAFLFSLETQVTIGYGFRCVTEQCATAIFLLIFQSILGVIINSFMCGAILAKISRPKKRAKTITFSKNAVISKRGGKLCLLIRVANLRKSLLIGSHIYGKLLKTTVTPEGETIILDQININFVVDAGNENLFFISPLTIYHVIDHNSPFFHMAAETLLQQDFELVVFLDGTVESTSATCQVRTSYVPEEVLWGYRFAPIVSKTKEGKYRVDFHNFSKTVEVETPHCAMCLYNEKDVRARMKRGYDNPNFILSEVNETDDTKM
PMI act hi M6P = activators of human phosphomannose isomerase at near-saturating mannose 6-phosphate. P34949. coupled PMI enzyme assay, resazurin fluorescence, 20 min; hits give high values; 1 = untreated enzyme, 0 = substrate-free blank. activation factor at 20 µM. 190,000 compounds, 0.34% hits. AID 1216;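 active = activation factor of 2 or more at 20 µM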
Target sequence (P34949 whole entry, looked up): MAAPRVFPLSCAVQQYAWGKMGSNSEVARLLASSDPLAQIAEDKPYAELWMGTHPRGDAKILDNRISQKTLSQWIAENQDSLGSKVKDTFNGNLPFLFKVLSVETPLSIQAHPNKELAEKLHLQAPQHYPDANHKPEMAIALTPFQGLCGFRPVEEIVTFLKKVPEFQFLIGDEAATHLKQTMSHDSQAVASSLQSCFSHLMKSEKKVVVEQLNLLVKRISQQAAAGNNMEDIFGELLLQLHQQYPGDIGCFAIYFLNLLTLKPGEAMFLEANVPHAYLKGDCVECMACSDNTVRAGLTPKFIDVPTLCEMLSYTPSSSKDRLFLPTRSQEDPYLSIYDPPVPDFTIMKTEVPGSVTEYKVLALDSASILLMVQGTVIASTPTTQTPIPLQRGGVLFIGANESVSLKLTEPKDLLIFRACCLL
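Test system: human PMI in coupled enzyme assay; Input: PMI at 15 ng/mL final; Medium: HEPES buffer, pH 7.4; Schedule: 20 min incubation at room temperature; Technique: resorufin fluorescence at Ex 544/Em 590 nm; Compound: 20 µM single dose; Probe or stimulus: Near-saturating mannose-6-phosphate, 1.0 mM.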
S1P3 antag = S1P3 (human) receptor antagonism. CHO S1P3 NFAT-BLA reporter, FRET fluorescence, antagonist mode. Q99500. AID 485. inhibition, % at 4.98 µM. 170,000 compounds, 0.27% hits;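 active = inhibition above the plate cutoff, the mean inhibition of test wells on that plate plus 3 SD, cut at about 28% in these data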;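 note: cells challenged with S1P at its EC80 of 0.8 µM; blue over green emission ratio from cleaved BLA substrate after 4 h stimulation; 0% = S1P-stimulated wells and 100% = unstimulated DMSO-only wells; some compounds past the cut are filed as inactive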
Diaphorase act = diaphorase activation or chemical reduction counter-screen. Diaphorase/resazurin coupled assay, resorufin fluorescence, 16 min; hits give high values; 1 = vehicle wells, 0 = NADH-free wells. activation factor at 20 µM. 190,000 compounds, 0.005% hits;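 active = diaphorase activity raised at least twofold by the compound at 20 µM; inactive = activation factor below 2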
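Assay system: Purified diaphorase enzyme from Clostridium kluyveri | Amount: Enzyme 0.07 U/mL final | Dosing: Compound 20 µM once, DMSO 1% | Timing: 16 min reaction at room temperature | Detection: Fluorescence, excitation 544 nm and emission 590 nm | Evaluation: Higher resorufin formation from activation or reduction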
TR-FRET SRC-2 ct = flags TR-FRET format artefacts in PPARgamma SRC-2 recruitment agonist screen; TR-FRET artefact counter-screen; hits give high values; TR-FRET ratio at 8 µM; AID 1049; 200,000 compounds, 0.4% hits; in the data active = TR-FRET ratio above about 2000; note: inactives centre near 1500
PPARg SRC3 recr = promotes SRC-3 coactivator recruitment by human PPARgamma. activation, % at 8 µM. 200,000 compounds, 0.26% hits. biochemical PPARgamma/SRC-3 coactivator recruitment assay. P37231; in the data active = activation above about 23%;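 note: 0% = DMSO and 100% = reference agonist; some compounds past the cut are filed as inactive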
G6PDH CS = counter-screen for G6PDH assay hits: L. mesenteroides G6PDH inhibition; inhibition, % at 5 µM; 200,000 compounds, 0.12% hits; AID 1020; Purified L. mesenteroides G6PDH, diaphorase/resazurin coupled fluorescence, 45 min; in the data active = inhibition above about 50%
Diaph inh CS = inhibits diaphorase or chemically oxidizes, flagging diaphorase assay artifacts. diaphorase resazurin-to-resorufin fluorescence, NADH, 16 min; bacterial (C. kluyveri) enzyme, not human. inhibition, % at 20 µM. 190,000 compounds, 0.69% hits. AID 1217;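 active = primary screen inhibition at 20 µM above a set limit, cut at about 50% in these data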;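 note: plate controls were DMSO with full reaction for no effect and wells lacking NADH for full effect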
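Detection: fluorescence of resorufin formed from resazurin, Ex 544/Em 590 nm; test system: Clostridium kluyveri diaphorase enzyme; amount: 0.14 U/mL diaphorase, enzyme working solution; times: 16-min room-temperature incubation before reading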
PMI act = phosphomannose isomerase (human) activation; P34949; purified human PMI, coupled resazurin fluorescence, 20 min; hits give high values; 1 = vehicle control, 0 substrate-free wells; activation factor at 20 µM; 190,000 compounds, 0.005% hits; AID 1214;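 active = activation factor of 2 or more at 20 µM, relative to plate controls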
PPARg SRC2 recr = promotes SRC-2 coactivator recruitment by human PPARgamma. PPARgamma LBD-SRC-2 recruitment, biochemical. activation, % at 8 µM. 200,000 compounds, 0.34% hits. AID 1032; in the data active = activation above about 22%;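 note: 0% = vehicle and 100% = reference agonist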
* marks the source's active call; other numbers are inactive results; / = not tested or not shown.

compound | PPARg SRC1 recr | ROMK primary | PMI act hi M6P | S1P3 antag | Diaphorase act | TR-FRET SRC-2 ct | PPARg SRC3 recr | G6PDH CS | Diaph inh CS | PMI act | PPARg SRC2 recr
NS(=O)(=O)c1ccc(CNC(=O)C2(c3ccc(Cl)cc3)CC2)cc1 | 2 | 0.34 | 1 | -14 | 0.9 | 1519 | -1 | 10 | 8 | 1 | 4
CC(C)Oc1ccc(CCc2n[nH]c(=S)n2Cc2ccccc2)cc1 | 1 | 0.01 | 0.8 | / | 0.7 | 1443 | 6 | 4 | 35 | 0.8 | 3
Cc1nc2nc(Cc3ccccc3)nn2c(C)c1Cl | 0 | / | 1.1 | 2 | 1.1 | 1496 | 11 | 3 | -11 | 1 | -7
N#CCCn1cnc2c(=S)nc[nH]c21 | -1 | 0.29 | 1 | / | 0.8 | 1427 | 1 | -8 | 24 | 0.9 | -6
Cc1c(NC2(c3nnnn3-c3ccc(Br)cc3)CCCCC2)c(=O)n(-c2ccccc2)n1C | 7 | 1.1 | 1 | / | 1 | 1575 | 5 | 4 | 0 | 0.9 | 0
O=C(Nc1ccccc1)N1CCN(c2ncccn2)CC1 | 2 | / | 0.9 | / | 1 | 1506 | 11 | -12 | -4 | 1 | -6
NC(=O)C1=C[C@H](c2ccc(C(F)(F)F)cc2)C[C@H](OCCCCO)O1 | 9 | / | 0.5 | -25 | 0.7 | 1614 | -1 | 16 | 28 | 0.9 | 8
CCC(=O)OC1=C2C(=Nc3c(c(=O)n(C)c(=O)n3C)C2c2ccccc2)c2ccccc21 (centres undefined) | 1 | 0.033 | / | / | / | 1519 | -20 | / | / | / | 4
CCOc1ccc(OCC)c(NC(=O)C2CCN(S(=O)(=O)c3cccc4nonc34)CC2)c1 | 3 | 0.26 | 0.9 | / | 0.8 | 1553 | -1 | 6 | 24 | 0.8 | 6
CCOc1ccccc1N1CCN(C(=O)CC(C)C)CC1 | 8 | 0.18 | 0.9 | -8 | 0.9 | 1561 | 3 | 4 | 13 | 1 | 3
CCOC(=O)N/N=C/c1cccnc1 | -10 | 0.1 | 1 | -16 | 0.9 | 1681 | -1 | 6 | 8 | 1 | 3
Cc1cc(C(F)(F)F)nn1CC(=O)N1CCCCC1C (centres undefined) | 1 | / | 1.1 | 10 | 0.9 | 1420 | -3 | -2 | 8 | 1 | -8
COc1ccc(S(=O)(=O)N(C)CC(=O)NCc2cccnc2)cc1OC | -3 | -1.2 | 1.1 | / | 0.9 | 1344 | 8 | 2 | 12 | 0.9 | -2
COc1cc(-c2nnc(COC(=O)c3c4c(nc5ccccc35)CCCC4)o2)cc(OC)c1OC | 9 | / | 0.9 | / | 0.9 | 1650 | 0 | 1 | 8 | 0.9 | -3
O=[N+]([O-])c1ccc(-n2cccn2)c(-c2nn[nH]n2)c1 | 8 | 0.46 | 1.7 | -15 | 1 | 1666 | 0 | 3 | 0 | 1.5 | 2
CC(=O)NN1C(=O)c2ccccc2NC1c1ccc([N+](=O)[O-])o1 (centres undefined) | 3 | 0.26 | 0.9 | -13 | 0.9 | 1555 | 3 | 2 | 10 | 1 | 2
CCOc1cc(/C=N/Nc2nc(-c3cccc(S(=O)(=O)N4CCCC4)c3)cs2)ccc1O | 4 | 0.3 | 1.1 | -25 | 0.9 | 1479 | -2 | 1 | 7 | 1.2 | -1
Cc1ccccc1Cn1cccc1/C=C1/C(=N)N2C=CSC2=NC1=O | 2 | -2 | 1 | / | 0.7 | 1537 | 3 | -1 | 28 | 1 | 2
CCCN(CC1CC1)C(=S)Nc1ccc(C(C)=O)cc1 | -4 | -0.29 | 1 | 6 | 1 | 1620 | 2 | 5 | 4 | 1 | 3
C/C(=C\c1ccccc1)C(=O)NCc1ccco1 | -8 | 0.079 | 1 | -4 | 1 | 1453 | 1 | 12 | 0 | 1.1 | -1
COCCN1CC(=O)N(c2cccc(C)c2C)C(c2ccc(Cl)cc2)C1=O (centres undefined) | -8 | / | 1 | -38 | 0.8 | 1598 | -8 | 10 | 18 | 1.1 | -4
O=C(Nc1cccc2[nH]ncc12)c1ccc(F)cc1 | 7 | / | 1 | / | 0.9 | 1690 | 10 | 19 | 7 | 1.1 | 9
COc1ccccc1NC(=O)C1=C(C)Nc2nnnn2C1c1ccccc1OC (centres undefined) | -3 | 0.82 | 0.8 | -1 | 0.9 | 1542 | 8 | 5 | 14 | 0.8 | 4
CCC(SC1=N/C(=C/c2ccccc2OC)C(=O)N1c1ccccc1)C(=O)Nc1cc(C)on1 (centres undefined) | 14 | / | 0.9 | / | 0.9 | 1536 | -2 | 0 | 11 | 0.9 | 11
Cc1cc(C)n(-c2ccc(C(=O)Nc3nc4ccccc4s3)cc2)n1 | 6 | / | 1 | -8 | 0.9 | 1530 | -4 | -1 | 11 | 1 | 12
COC(=O)C1CC(=O)N(c2ccc(C)cc2)C1 (centres undefined) | -6 | / | 0.9 | 1 | 0.9 | 1281 | 2 | 6 | 8 | 1 | -3
Nn1c(SCC(=O)N2CCOCC2)nnc1-c1ccccc1Cl | 11 | / | 1 | / | 1.1 | 1660 | 22 | 15 | -11 | 1 | 0
Cc1ccc2ncnc(NCCCN3CCOCC3)c2c1 | 1 | -0.86 | 0.9 | 25 | 1 | 1575 | -10 | 9 | -1 | 0.9 | 6
Cc1cccc2cc(CN(Cc3ccco3)S(=O)(=O)c3ccc4c(c3)OCCO4)c(=O)[nH]c12 | 5 | / | 0.9 | 17 | 0.7 | 1603 | 0 | 3 | 28 | 0.9 | 0
COc1ccc(-n2nc(C#N)c(Cl)cc2=O)cc1 | 0 | -2.8* | 0.9 | -2 | 0.9 | 1601 | 2 | 1 | 14 | 1 | -6
NNC(=O)/C(=N/Nc1ccccc1)S(=O)(=O)c1ccc(Cl)cc1 | 6 | -0.21 | 1.1 | 5 | 0.9 | 1589 | 0 | 3 | 9 | 1.1 | 1
COc1ccc(N2Cc3ccccc3C2=NC(=O)c2ccc(C)cc2)cc1OC | -1 | -0.12 | 0.6 | -21 | 0.9 | 1633 | 6 | 10 | 11 | 0.9 | 4
O=C(Nc1cccc(-c2nc3ccccc3s2)c1)c1cc(-n2cnnc2)ccc1Cl | -2 | -0.013 | 1 | / | 0.9 | 1514 | -2 | 8 | 13 | 1 | -6
COC(=O)CSc1nc2ccccc2nc1SCC(=O)OC | 2 | / | 1.1 | / | 1 | 1460 | -9 | 6 | -1 | 1.1 | 5
CNCC(=O)N(CC(C)C)c1c(N)n(CC(C)C)c(=O)[nH]c1=O | 1 | -1 | 1.1 | 7 | 1.1 | 1496 | -2 | -5 | -14 | 1.1 | 5
Cc1cc(-c2csc(N)n2)c(C)n1CCC(C)C | 10 | -1.9 | 1.9 | / | 0.8 | 1402 | -4 | 6 | 17 | 1.6 | 1
COC(=O)c1cc(Br)c(=O)n(-c2ccccc2OC)c1 | 10 | -0.066 | 1.1 | -6 | 0.9 | 1395 | 8 | 0 | 7 | 1.1 | 17
Cc1cccc(OCC(=O)NCC(=O)N/N=C/c2cc(Br)ccc2OCc2ccccc2)c1 | 9 | -0.24 | 0.9 | -5 | 0.8 | 1689 | 9 | -4 | 22 | 0.9 | 2
CCN1CCN(C(=O)C2c3cc(OC)c(OC)cc3C(=O)N3CCc4ccccc4C23)CC1 (centres undefined) | 2 | -0.43 | 1 | -5 | 0.9 | 1482 | 4 | 1 | 7 | 1 | 8
COC(C(=O)Nc1ccc(S(=O)(=O)Nc2ccc(F)cc2)cc1)c1ccccc1 (centres undefined) | 10 | / | 1 | 9 | 0.8 | 1548 | -1 | -7 | 18 | 0.9 | 7
CCCN1CCN(CCCNC(=O)c2cc3c(=O)n(C)c4ccccc4c3n2C)CC1 | 2 | / | 1 | -54 | 0.8 | 1683 | 1 | -9 | 17 | 1 | 2
O=C(N/N=C/c1ccco1)c1cccc(N2CCCC2=O)c1 | 1 | / | 1 | -5 | 0.9 | 1862 | 7 | -11 | 14 | 1 | 14
CCC1(C)Cc2ccccc2-c2nc3n(c(=O)c21)CCCCC3 (centres undefined) | 3 | 0.96 | 0.9 | / | 0.7 | 1438 | -3 | -5 | 27 | 0.8 | -3
C=CCNC(=S)NS(=O)(=O)c1cccs1 | 4 | -0.11 | 1 | -22 | 0.9 | 1575 | 5 | 6 | 8 | 0.8 | 15
COc1ccc(-c2cc(C(F)F)nc(-n3nc(C)cc3C)n2)cc1 | 1 | 0.0083 | 0.9 | 10 | 0.9 | 1484 | 8 | -1 | 9 | 0.9 | -5
CCOC(=O)c1cnn2c(C(F)(F)F)cc(-c3ccccc3)nc12 | 0 | / | 0.9 | -20 | 0.9 | 1555 | -6 | -3 | 14 | 0.9 | 14
CCCCOc1cccc(C(=O)N(Cc2ccco2)C2CCS(=O)(=O)C2)c1 (centres undefined) | -2 | 0.26 | 1 | 0 | 0.8 | 1480 | -9 | 4 | 15 | 1 | 0
O=C(COC(=O)c1ccc(S(=O)(=O)N2CCc3ccccc3C2)cc1)NC(=O)NCc1ccco1 | 0 | / | 0.9 | / | 0.9 | 1494 | 3 | 3 | 13 | 0.9 | -5
O=C(NCc1cccc(CNC(=O)c2ccco2)c1)c1ccco1 | 3 | -0.017 | 0.9 | -36 | 0.9 | 1494 | -7 | 0 | 14 | 1 | 0
CCN(CC)S(=O)(=O)c1ccc(OC)c(-n2cnnn2)c1 | -5 | 0.016 | 1 | 1 | 1 | 1262 | 7 | 8 | -3 | 1 | 0
CCCCN1C(=O)C(=Nc2cccc3cnccc23)c2ccccc21 | 9 | -2 | 0.4 | -27 | 0.8 | 1891 | 11 | 3 | 20 | 0.7 | 19

In the list so far, 2 contain a nitro group on carbon.
compound | PPARg SRC1 recr | ROMK primary | PMI act hi M6P | S1P3 antag | Diaphorase act | TR-FRET SRC-2 ct | PPARg SRC3 recr | G6PDH CS | Diaph inh CS | PMI act | PPARg SRC2 recr
O=[N+]([O-])c1ccc(-n2cccn2)c(-c2nn[nH]n2)c1 | 8 | 0.46 | 1.7 | -15 | 1 | 1666 | 0 | 3 | 0 | 1.5 | 2
CC(=O)NN1C(=O)c2ccccc2NC1c1ccc([N+](=O)[O-])o1 (centres undefined) | 3 | 0.26 | 0.9 | -13 | 0.9 | 1555 | 3 | 2 | 10 | 1 | 2
